Neddyl block: blocks human cullin neddylation; P61081+Q13564; TR-FRET cullin neddylation, biochemical; calls only at 25 µM; actives 0.58% (n = 360,000); in the data active means inhibition above about 36%
Target sequence (P61081 whole entry, looked up): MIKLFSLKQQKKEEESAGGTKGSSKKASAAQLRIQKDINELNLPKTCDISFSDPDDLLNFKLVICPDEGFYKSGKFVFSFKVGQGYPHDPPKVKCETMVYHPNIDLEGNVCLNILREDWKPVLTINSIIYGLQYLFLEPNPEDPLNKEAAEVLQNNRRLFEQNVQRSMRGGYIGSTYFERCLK
Target sequence (Q13564 whole entry, looked up): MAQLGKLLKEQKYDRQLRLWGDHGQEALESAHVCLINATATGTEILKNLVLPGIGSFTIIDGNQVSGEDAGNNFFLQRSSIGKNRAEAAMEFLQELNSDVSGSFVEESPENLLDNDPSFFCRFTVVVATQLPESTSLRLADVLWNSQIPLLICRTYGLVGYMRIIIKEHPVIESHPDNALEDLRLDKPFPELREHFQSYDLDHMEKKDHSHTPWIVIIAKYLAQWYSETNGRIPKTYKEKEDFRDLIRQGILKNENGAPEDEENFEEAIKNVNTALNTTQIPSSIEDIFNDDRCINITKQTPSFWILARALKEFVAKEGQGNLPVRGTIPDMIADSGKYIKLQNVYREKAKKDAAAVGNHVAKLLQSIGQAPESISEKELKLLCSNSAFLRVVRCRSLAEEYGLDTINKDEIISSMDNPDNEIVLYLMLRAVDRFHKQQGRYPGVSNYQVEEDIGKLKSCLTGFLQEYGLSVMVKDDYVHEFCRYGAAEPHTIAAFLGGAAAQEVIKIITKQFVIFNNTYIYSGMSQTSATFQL
MsrA inh: inhibitors of bovine MsrA; purified bovine MsrA, absorbance read-out; inhibition, % at 15.5 µM; actives 0.75% (n = 360,000); AID 651718; in the data active means inhibition above about 4.5%;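 further: 0% = vehicle wells with enzyme and 100% = reference inhibitor wells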
eLon inh: inhibitors of E. coli Lon protease | purified E. coli Lon protease, fluorescence polarization | inhibition, % at 7.94 µM | actives 0.42% (n = 360,000) | AID 602123; in the data active means inhibition above about 13%, passing the limit was not always enough;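 further: 0% = enzyme with probe and DMSO and 100% = no enzyme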
MsrA act: activates bovine MsrA enzyme; purified bovine MsrA, absorbance read-out; activation, % at 10.6 µM; actives 0.3% (n = 360,000); in the data active means activation above about 7.5%;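 further: 0% = vehicle and 100% = reference activator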
FAS-TE inh: blocks the thioesterase domain of human fatty acid synthase; P49327; AID 602261; actives 0.67% (n = 360,000); inhibition, % at 15 µM; recombinant FAS-TE, OMFH fluorogenic substrate, fluorescence endpoint;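 active means compounds whose normalised, plate-corrected inhibition of enzyme fluorescence in the single-dose primary screen is 50% or more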;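 further: 0% = DMSO with enzyme and 100% = substrate without enzyme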
CSN inh: blocks human CSN-mediated cullin deneddylation. Purified CSN, SCF-Nedd8-OG deneddylation, fluorescence polarization. inhibition, % at 12.5 µM. actives 0.38% (n = 360,000). AID 651999;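 active means pattern-corrected inhibition above about 35%, with an unprinted fluorescence ratio check between 0.5 and 1.5, limit read from the data, passing the limit was not always enough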;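 further: 0% = enzyme with substrate and 100% = substrate without enzyme; some results filed as inactive read as strong as hits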
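Material: human Csn5 produced in HEK293T cells; Input: enzyme 0.24 nM; Reagent: SCFSkp2-Nedd8OG substrate at 10 nM final; Dosing: 12.5 µM compound; Incubation: 90 min reaction at room temperature; Detection: fluorescence polarization of the substrate; Evaluation: % inhibition of substrate cleavage by Csn5; Control set: substrate-only high control, full reaction low control.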
TbMetRS inhib: blocks T. brucei methionyl-tRNA synthetase activity | purified T. brucei MetRS, ATP depletion, Kinase-Glo luminescence | inhibition, % at 11.9 µM | actives 0.4% (n = 360,000);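 active means inhibition above a per-plate cutoff of the control wells' mean inhibition plus 3 SD, cut at about 5.5% in these data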;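 further: 0% = DMSO wells median and 100% = median of wells with control inhibitor compound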
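assay system = parasite MetRS enzyme | timing = 15 min preincubation, 2 h reaction, all 25 °C | evaluation = percent inhibition relative to median high and low control wells | medium = HEPES buffer containing pyrophosphatase, BSA, spermine, DTT | compound = single dose, 11.9 µM final nominal, 0.9% final DMSO | detection = Kinase-Glo luminescence, ATP depletion format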
PABP1 MLLE inh: blocks PAM2 peptide binding to the PABP1 MLLE domain. actives 0.36% (n = 360,000). P11940. inhibition, % at 20 µM. GST-MLLE / FITC-PAM2 fluorescence polarization; in the data active means inhibition above about 35%, passing the limit was not always enough;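 further: plate controls were DMSO wells with GST-MLLE for no effect and wells lacking GST-MLLE protein for full effect; some results filed as inactive read as strong as hits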
Rin1-Abl PPI inh: human Rin1-Abl interaction inhibition; actives 0.4% (n = 360,000); inhibition, % at 7.35 µM; TR-FRET Rin1/Abl binding, biochemical; AID 588664; P00519+Q13671; in the data active means inhibition above about 5%, passing the limit was not always enough
Starred values were filed as active, the others as inactive; i = inactive; . = no result given.

#	SMILES	Neddyl block	MsrA inh	eLon inh	MsrA act	FAS-TE inh	CSN inh	TbMetRS inhib	PABP1 MLLE inh	Rin1-Abl PPI inh
1	COc1ccccc1Cn1c(C)c(C(=O)NCc2ccc3c(c2)OCCO3)sc1=O	i	-0.5	-1	-2	9	-5	-0.3	-4	-1
2	O=C(CCCC(=O)OCC(F)(F)C(F)F)Nc1ccc(NC(=O)CCCC(=O)OCC(F)(F)C(F)F)cc1	i	0.1	-4	-3	-1	-1	0.2	-11	-3
3	CCC[N+](CC#CCO)(CC#Cc1ccccc1)CCC	i	0.0	2	-4	-6	3	0.3	-1	-3
4	CCOC(=O)c1c(S(=O)(=O)NCC(=O)N2CCN(c3ccc(OC)cc3)CC2)c(C)n(C)c1C	i	-0.3	-1	-8	-4	0	-0.8	-1	1
5	COC(=O)C1=C[C@@H](C(=O)OC)[C@@H]2C3=C(C(=O)C2(C)C)[C@H](C)n2c(=O)n(-c4ccccc4)c(=O)n2[C@@H]3C1	i	0.2	0	-9	-7	-2	-0.5	5	10
6	COc1ccc(NC(=O)C2CCCN2S(=O)(=O)c2ccc(Cl)cc2)cc1 (configuration not stated)	i	1.3	-2	-1	-8	-1	-0.5	-2	-1
7	COc1ccc(CNC2CCCC2)c(OC)c1OC	i	0.2	-4	-14	-9	-1	-0.6	-9	0
8	O=C(O/N=C/c1cccc([N+](=O)[O-])c1)C1CC1	i	-0.2	1	1	-2	0	-0.2	-10	-2
9	O=C(O)CN(Cc1ccco1)S(=O)(=O)c1ccc(F)cc1	i	0.4	-3	-1	-9	-2	-0.2	2	3
10	CC(=O)Nc1cc(O)cc(O)c1	i	0.4	5	0	-5	1	0.7	-3	-4
11	COc1ccc(C(=O)O)cc1S(=O)(=O)N(C)CCc1ccccn1	i	0.2	-3	-8	-4	3	-1.0	-20	2
12	COc1ccccc1C1CCN(Cc2ccccc2Cl)CC1	i	0.9	-7	-3	12	-1	0.1	1	2
13	CN1CCN(C(=O)C2CCC(C)(C(=O)O)C2(C)C)CC1 (configuration not stated)	i	0.8	-2	-7	2	2	-0.4	-4	2
14	O=C(Cn1cc2c(n1)CCCC2)Nc1ccccc1Br	i	-1.6	-3	-6	1	-3	1.3	-6	-5
15	Cc1cc(N/N=C(/CCC(=O)O)C(=O)O)nc2ccccc12	i	3.8	2	-3	-2	3	-0.5	-3	-1
16	Cc1ccc(-c2cc(C(=O)NCCN3CCOCC3)no2)cc1	i	0.5	1	-2	-9	-5	-0.4	-2	-5
17	O=c1[nH]c(=O)n(C2CC(O)C(CO)O2)cc1Br (configuration not stated)	i	0.0	-7	-1	-6	2	-0.1	-101	6
18	CCc1cccc(CC)c1NC(=O)CSc1nnc(CCC(=O)O)c(=O)[nH]1	i	0.2	-10	-8	-6	-7	-0.4	39*	3
19	CC1COc2ccccc2N1C(=O)c1ccc(F)cc1 (configuration not stated)	i	-0.1	-6	-3	-2	4	-0.1	-14	-1
20	CSc1nc(=S)n(-c2cc(C)ccc2C)c(C)c1C(C)=O	i	1.1	1	-11	-4	3	-0.9	10	-2
21	Cc1cccn2cc(CCNS(=O)(=O)c3cccs3)nc12	i	-0.7	-2	-10	-8	1	-0.6	-18	-3
22	Cn1nc(C(=O)N2CCOCC2)c2ccccc2c1=O	i	0.3	-5	-1	-4	-3	-0.4	8	0
23	CC(=O)NC(CC(=O)NCCc1ccccc1)c1ccccc1 (configuration not stated)	i	-0.9	4	-4	-4	-1	-0.2	-2	-4
24	CCc1cccc(NC(=O)C2CCN(S(=O)(=O)c3ccc4c(c3)CC(C)N4C(C)=O)CC2)c1 (configuration not stated)	i	0.1	-10	-7	15	0	-1.2	2	1

Sorted by count of non-hydrogen atoms (ascending): 5 of the compounds above.
#	SMILES	Neddyl block	MsrA inh	eLon inh	MsrA act	FAS-TE inh	CSN inh	TbMetRS inhib	PABP1 MLLE inh	Rin1-Abl PPI inh
10	CC(=O)Nc1cc(O)cc(O)c1	i	0.4	5	0	-5	1	0.7	-3	-4
8	O=C(O/N=C/c1cccc([N+](=O)[O-])c1)C1CC1	i	-0.2	1	1	-2	0	-0.2	-10	-2
3	CCC[N+](CC#CCO)(CC#Cc1ccccc1)CCC	i	0.0	2	-4	-6	3	0.3	-1	-3
15	Cc1cc(N/N=C(/CCC(=O)O)C(=O)O)nc2ccccc12	i	3.8	2	-3	-2	3	-0.5	-3	-1
23	CC(=O)NC(CC(=O)NCCc1ccccc1)c1ccccc1 (configuration not stated)	i	-0.9	4	-4	-4	-1	-0.2	-2	-4

PABP1 MLLE inh, what is marked active above.
No.	SMILES	Neddyl block	MsrA inh	eLon inh	MsrA act	CSN inh	TbMetRS inhib	PABP1 MLLE inh	Rin1-Abl PPI inh
18	CCc1cccc(CC)c1NC(=O)CSc1nnc(CCC(=O)O)c(=O)[nH]1	i	0.2	-10	-8	-7	-0.4	39*	3

Continuation:
#	SMILES	Neddyl block	MsrA inh	eLon inh	MsrA act	FAS-TE inh	CSN inh	TbMetRS inhib	PABP1 MLLE inh	Rin1-Abl PPI inh
25	NCCNC(=O)c1c(O)c2cccc3c2n(c1=O)CCC3	i	-0.1	-2	-1	-4	3	0.6	11	-4
26	Cc1ccc(-c2cc(-c3ccccc3C)[nH]n2)c(O)c1	i	-0.9	-2	-4	17	0	-1.2	7	-1
27	COc1ccc(/C(O)=C2\C(=O)C(=O)N(CC3CCCO3)C2c2cc(OC)ccc2OC)cc1 (configuration not stated)	i	3.3	8	-3	-8	-1	-0.5	15	-3
28	O=C(CCc1ccc(S(=O)(=O)NCCc2ccccc2)cc1)N1CCN(Cc2ccc3c(c2)OCO3)CC1	i	-0.8	-7	0	18	0	0.1	3	0
29	COc1ccc(CCNC(=O)CCn2c(=O)[nH]c3cc(OC)c(OC)cc3c2=O)cc1OC	i	0.5	-11	-1	-1	1	-0.5	-6	2
30	CC(=O)Nc1ccc(CN(C)CC2CCCN(CCc3cccc(C(F)(F)F)c3)C2)cc1 (configuration not stated)	i	-0.3	-1	-7	-2	4	-1.1	2	0
31	COc1ccc(/C(N)=N/OC(=O)CSc2ccc(C)cc2)cc1OC	i	-0.1	3	-11	15	-1	-1.4	19	-2
32	COc1ccc(CNS(=O)(=O)c2ccc(OC)cc2)cc1	i	0.1	-9	-9	1	3	-1.1	9	0
33	CC(NC(=O)c1cncc(Br)c1)c1ccc(S(N)(=O)=O)cc1 (configuration not stated)	i	0.4	-4	-8	-8	0	-0.3	1	0
34	O=C(CNC(=O)C1CCCCC1)Nc1cc(Cl)ccc1Cl	i	1.0	-9	-15	-6	-13	-1.5	2	-1
35	CSCc1c(C(=O)Nc2ccc3c(c2)OCO3)oc2ccccc12	i	0.5	2	-3	23	5	-0.3	-16	4
36	CCCNCc1cc(Br)ccc1OCC(=O)NCCc1ccccc1	i	-0.1	14	4	-8	4	-0.7	6	0
37	COc1ccccc1N(Cc1ccccc1)S(=O)(=O)c1cccc(C(=O)Nc2ncccc2C)c1	i	-0.2	-10	-1	14	-3	-0.5	-1	3
38	NC(=O)c1nsc(C(=O)N(Cc2cccnc2)C(C(=O)NCc2ccccc2)c2ccc(O)cc2)c1N (configuration not stated)	i	0.3	-3	-4	-1	-1	0.9	12	4
39	O=C1C2CCCN2C(c2ccc(F)cc2)N1c1cccc(Cl)c1 (configuration not stated)	i	-0.3	-8	-12	-6	3	-1.5	9	3
40	Cc1noc(C)c1C(=O)N1CCN(Cc2ccccc2)CC1	i	-0.2	-6	-2	-6	-2	-0.2	5	0
41	COc1ccc(-c2csc3ncnc(N4CCN(c5ccccc5O)CC4)c23)cc1	i	.	0	-6	20	-2	-0.2	-6	-3
42	O=C(Oc1cncc(Cl)c1)c1sccc1Cl	i	0.7	-1	0	6	5	0.4	-4	1
43	COc1ccc(NC(=O)Nc2ccccc2F)cc1Cl	i	-0.7	-1	0	-6	0	1.3	-2	-1
44	O=C(NCCCN1CCCC1)C1CCC(=O)N1C1CCCCC1 (configuration not stated)	i	-1.1	-5	-7	-7	-3	-0.2	-4	4
45	CCOC(=O)c1c(C)[nH]c(C)c1C(=O)COC(=O)c1cccc(S(=O)(=O)N(CC)CC)c1	i	1.0	5	-1	13	1	-0.1	-2	3
46	Cc1ccc(CNn2cnnc2SCc2ccc(F)cc2)cc1	i	1.5	-4	-4	3	-1	0.2	-16	-1
47	Cc1csc(NC(=O)CCC(=O)N(CC(=O)NC2CCCC2)Cc2ccccc2)n1	i	0.6	-3	6	-2	3	0.1	2	3
48	CSc1ccc(NC(=O)NCc2ccccc2)cc1	i	-0.7	10	-3	-1	-3	0.1	-11	2
49	CCC1(CC)Cc2ccccc2C(N)=C1C#N	i	0.0	-8	0	8	7	0.0	-2	-1
50	O=c1oc(-c2ccccc2)cc2ccccc12	i	0.5	2	0	18	-3	-1.5	-12	-4
51	CCOCCCN1C(=O)CN(C2CCCCC2)C(=O)C1c1ccc(OC)c(OC)c1 (configuration not stated)	i	-1.6	-4	-2	-4	-3	0.4	7	0
52	Nc1cccnc1Oc1ccccc1F	i	-0.4	-1	-1	-5	-2	0.1	-2	0
53	CC(C)C(NC(=O)c1ccc(F)cc1)C(=O)OCC(=O)N1CC(=O)Nc2ccccc21 (configuration not stated)	i	0.4	-5	-3	-6	-2	0.1	0	-2
54	COc1ccc(-c2c3c(=O)n(C)c(=O)n(C)c3cn2-c2ccccc2O)cc1	i	1.3	-1	-5	-3	2	-0.6	-5	-4
55	C[C@H](c1ccccc1)n1nnc(COCc2ccccc2)c1C#CCOCc1ccccc1	i	0.0	-6	-1	12	0	-0.2	8	2
56	CCOC(=O)c1c(C)[nH]c(O)c1C=Nc1ccccc1	i	0.7	-8	-2	-3	17	-0.1	-37	-4
57	Cc1c(-c2ccc(F)cc2)nc(N)c(C#N)c1-c1cccnc1	i	1.6	-8	-4	1	-1	-0.6	-5	-2
